Assay outcomes deposited in PubChem by National Center for Advancing Translational Sciences (NCATS).
FEN1 inh: inhibitors of human flap endonuclease 1; P39748; Recombinant FEN1 flap cleavage, fluorescence, 15 min; Potency, µM (series often up to 114 µM), without a hit: at the highest dose activity change, negative = inhibition, usual class: inhibitors; 0.35% of 390,000 active; AID 588795; further: nearly all actives have a fitted effect of over 65% in size
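With each library titrated from low to high concentration, compounds met 10 nM FEN1 for 15 min at room temperature before 50 nM substrate was added; readings at 0 and 15 min fed four-parameter Hill curve fits.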
DT40 TDP1 CPT: DT40-hTDP1 cell growth loss with CPT | chicken DT40 Tdp1-/-;hTDP1 cells + 20 nM CPT, ATP luminescence, 48 h | Potency, µM (series often up to 46.2 µM), for the others: at the top dose activity change, negative = growth inhibition, hits mostly inhibitors | 12% of 420,000 active; further: nearly all actives have a fitted effect of over 55% in size
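Chicken DT40 Tdp1-/- cells complemented with human TDP1, 400 cells/well, exposed to compounds plus 20 nM camptothecin for at least 48 h at 37 C; viability read as ATP content by CellTiter-Glo luminescence.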
GCN5L2 inh: GCN5L2 (KAT2A) acetyltransferase inhibition; AID 504327; Q92830; GCN5L2 HAT assay, ThioGlo1 CoA-SH fluorescence; Potency, µM (top dose mostly 58.9 µM), inactives show at the highest dose activity change, negative = inhibition, usual class: inhibitors; 0.21% of 390,000 active
Target sequence (Q92830 whole entry, looked up): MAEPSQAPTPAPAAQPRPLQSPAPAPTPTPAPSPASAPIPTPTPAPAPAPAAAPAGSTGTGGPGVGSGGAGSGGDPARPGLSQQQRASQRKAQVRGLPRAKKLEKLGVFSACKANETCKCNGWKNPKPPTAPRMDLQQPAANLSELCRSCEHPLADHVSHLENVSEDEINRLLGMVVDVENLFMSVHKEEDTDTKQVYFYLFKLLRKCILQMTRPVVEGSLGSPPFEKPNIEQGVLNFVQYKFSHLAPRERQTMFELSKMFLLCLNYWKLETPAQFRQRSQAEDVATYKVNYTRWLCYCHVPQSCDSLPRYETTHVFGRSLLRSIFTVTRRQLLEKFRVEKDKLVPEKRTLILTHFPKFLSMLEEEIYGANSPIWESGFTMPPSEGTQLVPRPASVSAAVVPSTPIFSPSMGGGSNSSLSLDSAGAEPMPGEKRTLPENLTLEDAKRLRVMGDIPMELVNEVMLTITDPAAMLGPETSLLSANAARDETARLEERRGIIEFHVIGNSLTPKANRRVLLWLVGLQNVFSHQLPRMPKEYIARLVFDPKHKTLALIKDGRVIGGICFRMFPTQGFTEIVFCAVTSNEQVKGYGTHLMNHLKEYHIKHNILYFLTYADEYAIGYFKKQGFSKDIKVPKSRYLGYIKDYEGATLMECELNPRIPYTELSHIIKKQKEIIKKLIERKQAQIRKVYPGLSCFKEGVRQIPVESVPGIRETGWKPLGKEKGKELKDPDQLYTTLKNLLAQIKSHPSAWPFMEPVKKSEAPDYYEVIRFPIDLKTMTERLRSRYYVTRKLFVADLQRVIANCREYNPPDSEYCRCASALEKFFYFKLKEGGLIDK
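Fluorescence readout, Ex340nm/Em540nm: ThioGlo1 (50uM final) reacts with free CoA thiol released as 20nM GCN5L2 acetylates H3(1-25) peptide (75uM) using acetyl-CoA (70uM). Compound and enzyme sat 15 min beforehand; 20 min room-temperature reaction.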
An asterisk follows results filed as active; ? = inconclusive; nt = not tested or not shown; & = joins results of further samples; [ ] = dose if it differs, or a comment. The call rests on the fitted dose curve; in most records, active means well fitted curve in the direction sought with a large enough effect; inconclusive means small, poorly fitted or top-dose-only effect, or another doubt; inactive means no such curve, though single readings can be large; an effect the other way counts as inactive or inconclusive. On the % scale 0 is the no-effect control and ±100 the full control effect; potency means the concentration at half of the fitted maximal effect. Not all compounds are listed; rates above refer to the full screens.

mol,FEN1 inh,DT40 TDP1 CPT,GCN5L2 inh
O=C1CSc2ccc(C(=O)NCCc3ccc(Cl)cc3Cl)cc2N1,-14%,?,-6%
COC(=O)NC(=C(Cl)Cl)S(=O)(=O)c1ccccc1,2%,6.5µM*,nt
NC(=O)N/N=C/c1ccccc1OC(=O)c1ccccc1Br,9%,-4%,7%
COc1ccc(CNC(=O)CN(C(=O)CCC(=O)Nc2nccs2)c2ccccc2C)cc1,2%,5%,-5%
COc1ccc(CNC(=O)c2coc(=O)c3ccccc23)cc1,-17%,-13%,-5%
CCc1noc(C)c1C(=O)N1CCCSC1=Nc1ccccc1,-2%,0%,2%
O=C(Nc1ccc2c(c1)CN(Cc1ccccc1O)CC2)C1CCCO1 (stereo unspecified),-4%,-12%,-4%
C/C(=N\NC(=S)NCc1ccccc1)c1cccs1,-7%,-12%,-9%
O=C(CCCC(=O)N(CC(=O)NC1CCCC1)C1CCCC1)Nc1ccccn1,4%,-13%,0%
CC1Cc2nc(SCC(=O)N3CCN(c4ccccc4)CC3)n(C)c(=O)c2S1 (stereo unspecified),-15%,?,3%
COc1cc(OC)cc(C(=O)Nc2cc(C)on2)c1,-3%,7%,-7%
CN(/N=C/c1ccccc1O)C(=S)c1ccccc1,-1%,?,-1%
Cc1cccc(Nc2ccc(C(=O)O)cc2[N+](=O)[O-])c1C,2%,3%,0%
Cc1cccc(Cn2ccc(NC(=O)c3ccc4c(c3)OCO4)n2)c1,-4%,8%,-8%
O=C(CN1CCSCC1)N/N=C/c1ccc(F)cc1F,1%,0%,-3%
COc1cc2sc(-c3ccc(S(C)(=O)=O)cc3)c(C(=O)NCCCCO)c2cc1OC,13%,5%,-13%
CCN(CC)S(=O)(=O)c1ccc2c(c1)c(=O)c(C(=O)NCc1ccco1)cn2C,-14%,?,-2%
Cc1c(-c2nc(N)nc(Nc3ccccc3)n2)oc2ccccc12,-1%,?,-6%
O=C(CN1C(=O)c2ccccc2S1(=O)=O)NCc1ccco1,-4%,2%,-3%
CCCC(=O)NNC(=O)CCC(=O)NCc1ccccc1,4%,-17%,?
O=C(Nc1nnc(-c2cc(Cl)ccc2Cl)o1)c1ccc2c(c1)OCCO2,0%,?,-3%
CCOc1ccccc1C(=S)NC1CCCCC1,-7%,4%,-3%
COc1cc([C@H]2OC[C@H]3[C@@H]2CO[C@H]3c2ccc(O)c(OC)c2)ccc1O,-18%,6%,-3%
COc1ccc2[nH]c(=O)c(C(c3nnnn3C(C)(C)C)N(Cc3ccco3)CC3CCCO3)cc2c1 (stereo unspecified),-1%,-25%,-4%
CC(=O)Nc1ccc(S(=O)(=O)NC2(C(F)(F)F)C(=O)Nc3c2c(=O)[nH]c(=O)n3C)cc1 (stereo unspecified),-11%,-17%,0%
O=C(c1ccc(Cl)cc1)c1oc2ccccc2c1CS(=O)c1ccccc1 (stereo unspecified),?,?,1%
COc1ccc(CCNC(=O)C(CC(C)C)NC(N)=O)cc1 (stereo unspecified),18%,-10%,-1%
O=C(CSC1=NCCN1)NC1CCCCCC1,5%,?,0%
COc1cc2c(cc1OC)CN(C(=O)/C=C/c1cc(OC)c(OC)c(OC)c1)CC2,-15%,?,-3%
COc1ccccc1C(=O)NCCC(=O)N1CCN(S(=O)(=O)c2ccccc2C(F)(F)F)CC1,3%,?,-6%
O=C(c1ccc(Cl)cc1Cl)c1ncc(C(F)(F)F)cc1Cl,-7%,-4%,24%
O=C(c1ccccc1)N1N=C(c2ccccc2)CC1c1cccs1 (stereo unspecified),-6%,-25%,-3%
O=C(COc1ccc(Cl)cc1)N/N=C/c1cccc2cccnc12,-2%,?,-5%
Oc1ccc(/C=N/NC(=S)Nc2cccnc2)c(O)c1,-14%,?,-3%
COc1cc(/C=N\NC(=O)c2ccc(-c3ccccc3)cc2)cc(OC)c1OC(C)=O,2%,?,-8%
CCN1CCN(C(=S)c2ccc(OC)cc2)CC1,2%,1%,30%[activator]
CCOC(=O)c1c(NC(=O)COC(=O)CCCOc2ccc(OC)cc2)sc(C(=O)N(C)C)c1C,6%,-1%,nt
O=C(Nc1cccc(F)c1)N1CCCC2(CCN(C(=O)c3cnccn3)CC2)C1,nt,17%,-4%
CCn1c(=O)c(C(=O)CN2CCN(S(=O)(=O)c3cc(C)ccc3C)CC2)c(N)n(Cc2ccccc2)c1=O,7%,10µM*,-6%
O=C(NCc1ccco1)c1ccc(CNc2c(N3CCCCC3)c(=O)c2=O)cc1,21%,-1%,1%
COc1ccc(/C=N/NC(=O)c2cc(C3CC3)[nH]n2)cc1OC,-12%,1%,-14%
O=C(C[C@H]1C/C=C\C[C@H](Cc2ccc(F)cc2)C(=O)O[C@@H](c2ccccc2)CNC1=O)N[C@H](CO)Cc1ccccc1,-11%,?,-7%
O=C1c2ccccc2C(=O)N1CC1=NCCc2ccccc21,46%[activator],-8%,0%
Cc1ccc(-c2nnc(OCc3nc4ccccc4n3C)c3ccccc23)cc1,-1%,?,nt
CCc1nnc(NC(=O)CC(C)c2ccccc2)s1 (stereo unspecified),3%,-5%,-3%
COc1ccc(OCc2cc(C(=O)N3CCN(CC(=O)N(C)C)CC3)no2)c(Cl)c1,13%,-22%,-4%
CC1CCN(C(=O)COC(=O)CCc2c[nH]c3ccccc23)CC1,-8%,-25%,-3%
Cc1nc2cnc(N3CCOCC3)nc2n(CCC#N)c1=O,nt,?,-19%
O=C(NCc1ccccc1)C1CCCN(S(=O)(=O)c2ccc(Br)cc2)C1 (stereo unspecified),-3%,?,-2%
Cc1noc(C)c1C(=O)N1CCCc2ccccc21,-5%,9%,6%
C=C1C(C(=O)Nc2ccc(F)cc2)C1C(=O)Nc1ccc(F)cc1 (stereo unspecified),20%,-14%,-11%
COc1ccc(B(O)O)c(CN2CCN(C(=O)OC(C)(C)C)CC2)c1,-10%,4%,nt
Cn1cc(CCNCc2cn[nH]c2-c2ccc(-c3ccccc3)cc2)cn1,-2%,?,2%
Nc1nc(NCCOCCO)nc(NCc2ccccc2)c1[N+](=O)[O-],5%,-13%,-23%
CCCCOc1ccc(C(=O)NCCc2sc(-c3ccc(OC)c(OC)c3)nc2C)cc1,1%,nt,2%
COc1ccc(CNC(=O)COC(=O)c2ccc3ncsc3c2)cc1OC,-14%,-1%,-4%
Cc1cccc(-n2c(C)cc(C=C(C#N)C#N)c2C)c1,8%,-24%,1%
COc1cc(OC)c(OC)cc1/C=N/n1c(-c2n[nH]c3c2CCC3)n[nH]c1=S,-16%,0%,-10%
O=C(NCc1cccnc1)c1ccc(COc2ccc(Cl)cc2Cl)o1,-6%,?,-20%
COc1cccc(OC)c1C(=O)NC(C)C12CC3CC(CC(C3)C1)C2 (stereo unspecified),-5%,?,-7%

A portion taken from the entries so far, as a working copy:
mol,FEN1 inh,DT40 TDP1 CPT,GCN5L2 inh
O=C(c1ccc(Cl)cc1Cl)c1ncc(C(F)(F)F)cc1Cl,-7%,-4%,24%
O=C(c1ccccc1)N1N=C(c2ccccc2)CC1c1cccs1 (stereo unspecified),-6%,-25%,-3%
O=C(COc1ccc(Cl)cc1)N/N=C/c1cccc2cccnc12,-2%,?,-5%
Oc1ccc(/C=N/NC(=S)Nc2cccnc2)c(O)c1,-14%,?,-3%

The list continues.
mol,FEN1 inh,DT40 TDP1 CPT,GCN5L2 inh
C=CCC[C@H](Cc1ccc(F)cc1)C(=O)OC[C@H](Cc1c[nH]c2ccccc12)NC(=O)[C@H](CC=C)CC(=O)NCCO,-35%,?,-9%
COc1ccc(-c2cc(=Nc3c(C)n(C)n(-c4ccccc4)c3=O)c3ccccc3o2)cc1,?,?,-11%
COc1ccc(Cl)cc1S(=O)(=O)N1CCN(C(=O)c2ccco2)CC1,3%,22%,-22%
O=c1[nH]c(C2CCCN(S(=O)(=O)c3ccccc3)C2)nc2c1nnn2Cc1ccc2c(c1)OCCO2 (stereo unspecified),-7%,?,-23%
CN(C)S(=O)(=O)c1cccc(NC(=O)CSc2cccc3cccnc23)c1,-23%,3.7µM*,-3%
O=C(COC(=O)c1ccc(S(=O)(=O)N2CCCCC2)cc1)NCc1ccc(F)cc1,-2%,-6%,-4%
CCC1CCc2nc3sc(C(=O)Nc4ccc(F)cc4F)c(N)c3cc2C1 (stereo unspecified),-1%,8.2µM*,-16%
CCC(CC)c1nnc(NC(=O)c2ccc3ccccc3n2)s1,-16%,?,-2%
CCC(C)NC(=O)Cn1c(=O)c2cccn2c2ccc(F)cc21 (stereo unspecified),-3%,-12%,-6%
CC(SC(=S)N1CCOCC1)C(=O)O (stereo unspecified),-1%,6%,-1%
COc1ccc(NC(=O)CSCC(=O)N=c2sccn2C)cc1,-4%,-7%,2%
Cc1ccccc1C(=O)c1cccn1CC(=O)NCc1ccco1,3%,-4%,-6%
C=CCNC(=O)c1onc(CSc2ccc(F)c(F)c2)c1C(=O)O,-9%,-23%,-11%
CCOC(=O)c1c(C)oc(/N=C/c2ccccc2O)c1C#N,1%,7%,-3%
COc1ccc(NC(=O)C(=O)NCc2ccco2)c(OC)c1,-1%,-28%,2%
CCN(Cc1nc2ccccc2c(=O)[nH]1)C(=O)c1cccc(NC(=O)c2cccs2)c1,-3%,12µM*,3%
CCc1nn(CC(=O)NCc2cccc(OC)c2)c(=O)c2cc3cc(F)ccc3n12,-1%,?,-5%
O=C(Nc1ccc(F)cc1F)c1cc(S(=O)(=O)N2CCCCC2)c[nH]1,-3%,nt,-3%
CC12CCC3C(CC3(C)C)C(C)(CCC1=O)O2 (stereo unspecified),nt,-3%,0%
COc1cccc(-c2nnc3n2N=C(C(C)(C)C)CS3)c1,5%,16µM*,?
O=C(CSc1nnc(-c2cc(-c3cccs3)nc3ccccc23)o1)NC1CCCCC1,-15%,?,-6%
Cc1c(Cc2ccccc2)c(=O)oc2c(C)c(OC(C)C(=O)NCC3CCC(C(=O)O)CC3)ccc12 (stereo unspecified),-2%,-18%,5%
COc1ccc2c(c1)cc1c(=O)n(CC(=O)NC(C)CCc3ccccc3)nc(C)n12 (stereo unspecified),20%&22%,-14%&-1%,0%&-3%
Cc1ccc(S(=O)(=O)N2CCN(C(=O)COC(=O)/C=C/c3ccc(C(F)(F)F)cc3)CC2)c(C)c1,34%[activator],-36%,nt
COC(=O)c1ccc(Oc2coc3cc(OCc4cnn(-c5ccccc5)c4)ccc3c2=O)cc1,-4%,?,-14%
CCc1ccc(NC(=O)C2=C(C)C(=O)OC23CCCCC3)cc1,4%,16µM*,0%
CN(CCOc1ccccc1)C(=O)c1ccc(Cl)c(S(=O)(=O)N2CCCCC2)c1,-5%,?,-2%
Cc1ccc(CNC(=O)C2CCCN2C(=O)Nc2ccccc2)cc1 (stereo unspecified),13%,13%,-13%
COc1ccc(CCC(=O)N2CCN(S(=O)(=O)c3ccc(OC(F)(F)F)cc3)CC2)cc1,0%,-19%,-1%
Cc1ccc(C2C(=O)N(C3CCCC3)CC(=O)N2CC2COc3ccccc3O2)cc1 (stereo unspecified),4%,?,-9%

Single entries from above:
`C/C(=N\NC(=S)NCc1ccccc1)c1cccs1` in FEN1 inh is entered as -7%
`CN(/N=C/c1ccccc1O)C(=S)c1ccccc1` in GCN5L2 inh is entered as -1%
`CCCCOc1ccc(C(=O)NCCc2sc(-c3ccc(OC)c(OC)c3)nc2C)cc1` in FEN1 inh is entered as 1%
`Cc1ccc(C2C(=O)N(C3CCCC3)CC(=O)N2CC2COc3ccccc3O2)cc1` (stereo unspecified) in GCN5L2 inh is entered as -9%

Next section:
mol,FEN1 inh,DT40 TDP1 CPT,GCN5L2 inh
O=C(O)C1=CCCc2ccc(F)cc21,-9%,17%,nt
CCc1ccc(NC(=O)NCCN2CCc3ccccc3C2)cc1,-1%,-26%,3%
CC(=O)N/C(=C\c1ccc(F)cc1)C(=O)NC(Cc1c[nH]c2ccccc12)C(=O)O (stereo unspecified),0%,14%,1%
C/C(=N\NC(=S)Nc1ccc(C)cc1)c1cccc(N)c1,-4%,?,-1%

Profiles as entered above. Screens in order: FEN1 inh | DT40 TDP1 CPT | GCN5L2 inh
O=C(c1ccc(Cl)cc1Cl)c1ncc(C(F)(F)F)cc1Cl is listed with -7% | -4% | 24%
Cc1ccc(C2C(=O)N(C3CCCC3)CC(=O)N2CC2COc3ccccc3O2)cc1 (stereo unspecified) is listed with 4% | ? | -9%
